# MrgX1 antag – blocks BAM8-22 activation of human MrgX1 receptor | Q96LB2 | MRGX1-HEK293 calcium flux, Fluo-4, BAM8-22 antagonism; stronger effect = lower value | B-score at 10 µM | hit rate 1.3% among 310,000 | AID 588676;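 active = calcium-response B-score plate-corrected more than 3 library SD below zero, starting fluorescence within 5 deviations, no agonist response on first addition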;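 also: peak minus trough fluorescence over baseline after final BAM8-22 challenge near maximal dose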
# Target sequence (Q96LB2 whole entry, looked up): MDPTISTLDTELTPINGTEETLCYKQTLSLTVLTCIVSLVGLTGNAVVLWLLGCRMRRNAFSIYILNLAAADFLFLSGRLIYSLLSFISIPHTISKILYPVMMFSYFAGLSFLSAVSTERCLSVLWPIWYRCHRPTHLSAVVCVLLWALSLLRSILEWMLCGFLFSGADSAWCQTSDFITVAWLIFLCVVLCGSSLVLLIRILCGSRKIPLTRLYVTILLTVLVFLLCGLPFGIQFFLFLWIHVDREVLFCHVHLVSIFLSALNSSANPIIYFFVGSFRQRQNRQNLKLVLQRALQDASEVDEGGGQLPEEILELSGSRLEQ
# MrgX1 allo act – human MrgX1 positive allosteric modulation, primary screen; MrgX1-HEK293, Fluo-4 calcium flux, FDSS; stronger effect = higher value; B-score at 10 µM; hit rate 0.63% among 310,000; AID 588675;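 active = plate-corrected calcium response at least 3 library SD above typical, normal starting fluorescence, not activating the receptor alone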;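 also: compound read alongside a low EC10 to EC30 dose of BAM8-22 agonist; peak minus trough fluorescence over baseline measured at the second addition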
# ANO1 block – blocks the mouse calcium-activated chloride channel TMEM16A; Q8BHY3; HEK293 TMEM16A/YFP iodide influx fluorescence, ionomycin; normalized B-score (activity score, 25-100; higher = stronger inhibition) at 10 µM; hit rate 1.2% among 310,000;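 active = ratio plate-corrected score three or more library SD toward inhibition, starting fluorescence score within five deviations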;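 also: score derived from kinetic fluorescence span divided by baseline fluorescence per well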
# TRPC6 inh – inhibitors of mouse TRPC6 channel. Q61143. HEK293-TRPC6, membrane potential dye, ACh-evoked depolarization; stronger effect = lower value. B-score at 10 µM. hit rate 1.1% among 310,000. AID 2553;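 active = B-score under library mean minus 3 SD, initial fluorescence not abnormally high, positive integrated signal ratio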;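 also: B-score derived from integrated fluorescence ratio over the kinetic read; more negative B-score means stronger inhibition of depolarization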
# TRPC4 potent – allosteric potentiators of mouse TRPC4 channel; Q9QUQ5; HEK293 TRPC4beta/mu-opioid, DAMGO EC20, Fluo-4 Ca2+ flux; stronger effect = higher value; B-score at 10 µM; hit rate 0.42% among 310,000; AID 2227;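 active = B-score of calcium response area above 5 SD of library B-scores, with initial fluorescence ratio within 5 SD of library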;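 also: B-score of integrated fluorescence ratio over time as area under calcium response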
# ANO1 activ – mouse TMEM16A channel activation, primary screen; Q8BHY3; HEK293 TMEM16A/YFP-H148Q/I152L, iodide quench fluorescence; stronger effect = lower value; B-score at 10 µM; hit rate 0.3% among 340,000; AID 623877;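 active = fluorescence-ratio B-score plate-corrected deviation score at least 3 library SD below zero, with starting fluorescence score within 5 deviations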;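 also: channel opened by trigger with iodide after compound preincubation; score built on the fluorescence ratio of max minus min over baseline; more negative score means more quench and so TMEM16A activation or potentiation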
# TRPC6 activator – activators of mouse TRPC6 channel | Q61143 | HEK293-TRPC6 membrane potential dye fluorescence; stronger effect = higher value | B-score at 10 µM | hit rate 0.13% among 310,000;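 active = B-score of the integrated fluorescence ratio above library mean plus 3 SD, and starting fluorescence ratio within library mean plus 5 SD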;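 also: higher score means more depolarization so channel activation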
# TRPC4 inh – blocks the mouse TRPC4 cation channel; HEK293 TRPC4beta/mu-opioid, DAMGO-evoked Fluo4 calcium flux; stronger effect = lower value; hit rate 0.39% among 300,000; B-score at 10 µM;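 active = B-score over 3 SD under the library average, no early fluorescence shift, positive overall ratio signal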
#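 Assay system: HEK293 cells with stable TRPC4beta plus mu-opioid receptor expression. Dosing: single dose. Measured by: Fluo4 Ca2+ flux fluorescence. Also added: DAMGO in two steps, submaximal then maximal. Read-out: B score from integrated Fluo4 fluorescence ratio.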
# TRPC4 act – TRPC4 (mouse) channel activation. B-score at 10 µM. Q9QUQ5. AID 2237. HEK293 TRPC4beta/mu-opioid, Fluo4 calcium fluorescence; stronger effect = higher value. hit rate 0.49% among 310,000;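 active = B-score above 5 SD of library B-scores, and initial fluorescence ratio not above library mean plus 5 SD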;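 also: positive B-score marks a calcium rise read as TRPC4 activation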
#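 Material: TRPC4beta and mu-opioid receptor HEK293 stable cells | Incubation: 45 min room-temperature Fluo4 loading, 110 s read | Detection: Kinetic Fluo4 calcium fluorescence | Measure: Integrated baseline-normalised fluorescence ratio, converted to per-well B score | Benchmarks: Low control buffer alone, high control maximal DAMGO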
# MrgX1 agonist – activates human MrgX1 receptor signaling; AID 588627; B-score at 10 µM; hit rate 0.44% among 310,000; Q96LB2; MrgX1-HEK293 cells, Fluo-4 calcium fluorescence, agonist mode; stronger effect = higher value;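 active = calcium response B-score plate-corrected fluorescence ratio at least 3 library SD, with starting fluorescence B-score inside 5 SD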
#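 Material: MrgX1-expressing HEK293 cells / Dosing: compound as first of three additions / Incubation: overnight seeding, then 1 h dark dye loading / Signal: Fluo-4 NW calcium fluorescence / Evaluation: B-scored fluorescence response ratio / Benchmarks: positive and negative control wells on each plate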
# SKKanGAS inh – SKKanGAS growth inhibition. S. pyogenes SKKanGAS, kanamycin growth, BacTiter-Glo, 6 h. hit rate 1.3% among 300,000. inhibition, % at 7.5 µM;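 active = mean replicate score, as percent of positive control median, at least 50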;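 also: strain carries kanamycin resistance gene driven by streptokinase promoter and grows in 40 µg/ml kanamycin; loss of luminescence reflects streptokinase promoter inhibition or plain growth inhibition; 0% = median of DMSO wells and 100% = positive control at its reference dose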
# Active calls of the source: *; i = inactive; . = no result given. An unsorted share of the library, and some 6.7% of all compounds hit somewhere here.
SMILES,MrgX1 antag,MrgX1 allo act,ANO1 block,TRPC6 inh,TRPC4 potent,ANO1 activ,TRPC6 activator,TRPC4 inh,TRPC4 act,MrgX1 agonist,SKKanGAS inh
Cc1ccc(C(=O)NCC(=O)NCc2cc(=O)n(C)c(=O)n2C)cc1C,i,i,i,i,i,i,i,i,i,i,-4.3
Cc1ccc2c(c1)c1c(n2C)C(C(N)=O)CCC1 (centres undefined),i,i,i,i,i,i,i,i,i,i,-14.2
O=c1[nH]c2ccccc2nc1Cc1ccc([N+](=O)[O-])cc1,i,i,i,i,i,i,i,i,i,i,2.6
COc1ccc(C(=O)/C(C#N)=N/Nc2cccc([N+](=O)[O-])c2)cc1,.,.,.,i,i,i,i,i,i,.,50.6*
CCn1nc(NC(=O)c2ccco2)c2cc3ccc(C)cc3nc21,i,i,i,i,i,i,i,i,i,i,2.6
COC(=O)c1ccc(NCC(=O)Nc2cc(C)cc(C)c2)cc1,i,i,i,i,i,i,i,i,i,i,-0.7
O=C(CCCCCN1C(=O)c2ccccc2C1=O)Nc1ccc2c(c1)OCCO2,i,i,i,i,i,i,i,i,i,i,-5.5
O=c1oc2cc(OCc3ccc([N+](=O)[O-])cc3)ccc2c2c1CCCC2,i,i,i,i,i,i,i,i,i,i,2.1
COC(=O)c1c(NC(=O)Cc2ccccc2)sc2c1CCN(C(C)C)C2,i,i,i,i,i,i,i,i,i,i,1.1
COc1ccccc1/C=C/C(=O)Nc1ccc(S(=O)(=O)Nc2cc(C)on2)cc1,i,i,i,i,i,i,i,i,i,i,4.7
CCOC(=O)c1c(NC(=O)c2ccn(CC)n2)sc2c1CCCC2,i,i,i,i,i,i,i,i,i,i,10.3
C=C(C)Cn1c(C)cc(C)c(S(=O)(=O)c2cccc(C)c2)c1=O,i,i,100*,i,i,i,i,i,i,i,13.0
N=c1c2c3c(sc2nc2n1CCC2)CCCC3,i,i,i,i,i,i,i,i,i,i,-1.3
CCc1c(C)nc2nc(SCc3ccccc3Cl)[nH]n2c1=O,i,i,100*,i,i,i,i,i,i,i,11.3
Cc1nnc(SCc2ccccn2)n(N)c1=O,i,i,i,i,i,i,i,i,i,i,0.7
C1CCCCCC(=NNc2nn[nH]n2)CCCCC1,i,i,i,i,i,i,i,i,i,i,-0.2
O=C(N=C1SC2CS(=O)(=O)CC2N1c1cccc(F)c1)C1CC1 (centres undefined),i,i,i,i,i,i,i,i,i,i,2.2
O=C(O)CCC(C(=O)O)n1c(O)c(C2=c3ccccc3=NC2=O)sc1=S (centres undefined),i,i,i,i,i,i,i,i,i,i,-0.2
CCC(=O)Oc1ccc(C/C(=N\O)c2ccc(O)cc2O)o1,-4.6*,i,25*,i,i,i,i,i,i,i,-2.9
CC1(C)CCN(Cc2ccccc2)C1CC#N (centres undefined),i,i,i,i,i,i,i,i,i,i,0.3
COc1ccc(N=Cc2cc3c(cc2O)OC(N)=C(C#N)C3c2ccccc2)cc1 (centres undefined),-5.93*,i,i,i,i,i,i,i,i,i,6.2
Fc1ccccc1/C=N/n1c(COc2ccccc2)n[nH]c1=S,i,i,i,i,i,i,i,i,i,i,-1.7
CCc1nnc(NC(=O)c2cccc(C(=O)Nc3nnc(CC)s3)n2)s1,i,27.4*,i,i,i,i,i,i,i,i,99.0*
O=C(NC1CCCC1)C1c2ccccc2C(=O)N1CCCN1CCOCC1 (centres undefined),i,i,i,i,i,i,i,i,i,i,-7.2
O=[N+]([O-])c1ccc(CN2C=NS(=O)(=O)c3ccccc32)cc1,i,i,i,i,i,i,i,i,i,i,15.6
COc1ccc(S(=O)(=O)N(CC(=O)N/N=C/c2ccc(C(=O)O)cc2)Cc2ccccc2)cc1OC,i,i,i,i,i,i,i,i,i,i,3.3
Cc1ccc(-n2c(SCc3nnc4n3CCC4)nnc2-c2ccccc2)cc1,i,i,i,i,i,i,i,i,i,i,-2.7
Cc1c(Cl)cnc(NC(=O)CSc2nncs2)c1Cl,i,i,i,i,i,i,i,i,i,i,-3.7
C=CCNC(=O)c1ccc(NC(=O)C2=CSCCO2)cc1,i,i,i,i,i,i,i,i,i,i,-2.2
N#Cc1cc(-c2ccccc2)nnc1Sc1ccc(Cl)cc1,i,i,i,i,i,i,i,i,i,i,-2.0
Cc1c(C(=O)OCC(=O)NCc2ccc3c(c2)OCO3)cccc1[N+](=O)[O-],i,i,i,i,i,i,i,i,i,i,-1.9
O=C(O)CCc1nc(-c2cccs2)no1,i,i,i,i,i,i,i,i,i,i,1.7
COc1ccc2c(c1)[nH]c1c(=O)n(CC3CCCO3)cnc12 (centres undefined),i,i,i,i,i,i,i,i,i,i,1.3
CC1(CO)COC(c2ccccc2)=N1 (centres undefined),i,i,i,i,i,i,i,i,i,i,-0.3
O=C(CNC(=O)c1ccco1)OCC(=O)c1ccc([N+](=O)[O-])cc1,i,i,i,i,i,i,i,i,i,i,3.3
CN1CCN(NC(=O)CN(C)S(=O)(=O)c2cc(Cl)ccc2Cl)CC1,i,i,i,i,i,i,i,i,84*,i,-7.2
CCN(CC(=O)Nc1c(F)cccc1F)C(=O)/C=C/c1ccc(Br)s1,i,i,i,i,i,i,i,i,i,i,-2.6
Cc1cccc(N2CCN(C(=O)c3cc(S(=O)(=O)N4CCOCC4)cn3C)CC2)c1C,i,i,i,i,i,i,i,i,i,i,-6.1
Cc1ccc(C(=O)Cn2c3[n+](c4ccccc42)CC(O)CS3)cc1 (centres undefined),i,i,i,i,i,i,i,i,i,i,-1.4
O=S(=O)(NC1CCN(Cc2ccccc2)CC1)c1cccc2cccnc12,i,i,i,i,i,i,i,i,i,i,-4.3
CC(C)c1ccc(CN2CCC(Oc3ccc(C(=O)N4CCCC4)cc3)CC2)cc1,i,i,i,i,i,i,i,i,i,i,0.2
O=[N+]([O-])c1cnn2cc(Br)cnc12,i,i,i,i,i,i,i,i,i,i,-9.2
C/C(=N\NC(=O)c1cc(C)nc2ccccc12)c1cccs1,i,i,i,i,i,i,i,i,i,i,4.0
COC(=O)c1ccccc1NS(=O)(=O)c1ccc2c(c1)oc(=O)n2C,i,i,i,i,i,i,i,i,i,i,1.0
CC(C)(C)c1ccc(C(=O)Nc2nnc(C3=COCCO3)o2)cc1,i,i,i,i,i,i,i,i,i,i,80.3*
O=S(=O)(Nc1nnc(C2CC2)s1)c1ccccc1,i,i,i,i,i,i,i,i,i,i,2.4
O=C(c1ccco1)N1CCN(C(=O)c2ccccc2OCc2ccc(Cl)cc2)CC1,i,i,i,i,i,i,i,i,i,i,12.7
CC1(C)CC(=O)C(C(c2ccc(F)cc2)C2C(=O)CC(C)(C)CC2=O)C(=O)C1,i,i,i,i,i,i,i,i,i,i,-14.7
CCCCNc1oc(-c2ccc(OC)cc2)nc1S(=O)(=O)c1ccccc1,i,i,i,i,i,i,i,i,i,i,-4.3
Nc1c(C(=O)N/N=C/c2cccnc2)oc2nc(-c3ccco3)cc(-c3ccco3)c12,i,i,i,i,i,i,i,i,i,i,12.6
Cc1[nH]c2ccc(C(=O)N3CCN(c4ccccc4Cl)CC3)cc2c1C,i,i,i,i,i,i,i,i,i,i,25.0
O=C(C1CCN(C2CC(=O)N(c3cccc(Cl)c3)C2=O)CC1)N1CCCC1 (centres undefined),i,i,i,i,i,i,i,i,i,i,-1.8
CSc1sc(-c2ccnc(SCC(=O)C(C)(C)C)n2)c2c1C(=O)CC(C)(C)C2,i,i,i,i,i,i,i,i,i,i,4.5
C/C(=N\NC(=O)c1cccc([N+](=O)[O-])c1)c1ccncc1,i,i,i,i,i,i,i,i,i,i,-3.8
Nc1c2nc(-c3ccccc3Cl)[nH]c(=O)c2nc(=O)n1-c1ccccc1,i,i,i,i,i,i,i,i,i,i,12.3
CC1C/C(=N\NC(=S)NC(C)C)CC(C)(C)C1 (centres undefined),i,i,i,i,i,i,i,i,i,i,14.7
CCN(CC(=O)NCc1ccco1)S(=O)(=O)c1ccc(F)cc1,i,i,i,i,i,i,i,i,i,i,2.2
CC(C)NC(=O)CC(=O)N/N=C/c1ccc(Br)cc1,i,i,i,i,i,i,i,i,i,i,0.8
COCCOC(=O)C1=C(C)OC(N)=C(C#N)C1c1cc2cccc(C)c2nc1Cl (centres undefined),i,i,i,i,i,i,i,i,i,i,0.8
Cc1c(NC(=O)C(C)N2C(=O)NC3(CCC(C)CC3)C2=O)c(=O)n(-c2ccccc2)n1C (centres undefined),i,i,i,i,i,i,i,i,i,i,9.3
# Later entries.
SMILES,MrgX1 antag,MrgX1 allo act,ANO1 block,TRPC6 inh,TRPC4 potent,ANO1 activ,TRPC6 activator,TRPC4 inh,TRPC4 act,MrgX1 agonist,SKKanGAS inh
Cc1ccc(S(=O)(=O)N2CCN(C(=O)CCC(=O)OCC(=O)Nc3cccc(C#N)c3)CC2)cc1,i,i,i,i,i,i,i,i,i,i,5.6
Cc1ccc(OCCCN2C(=O)C(=O)c3cc(C)ccc32)cc1,i,i,i,i,i,i,i,i,i,i,2.2
COCc1cc(=O)oc2cc(NS(=O)(=O)c3ccc(C)cc3)ccc12,i,i,i,i,i,i,i,i,i,i,6.3
COc1cccc(NC(=O)Cc2nnc(SCCOc3ccccc3)n2C)c1,i,i,i,i,i,i,i,i,i,i,-9.0
N#CCCn1cc(C(=O)Nc2ccccn2)c(-c2ccccc2)n1,i,i,i,i,i,i,i,i,i,i,-1.8
CCCC(C(=O)NC1CCCC1)N(Cc1ccccc1)C(=O)c1snc(C(N)=O)c1N (centres undefined),i,i,i,i,i,i,i,i,i,i,2.0
O=C(COc1ccccc1Br)Nc1ccccc1C(F)(F)F,i,i,i,i,i,i,i,i,i,i,20.6
COCCNC(=S)N1CCN(C(c2ccccc2)c2ccccc2)CC1,i,i,i,i,i,i,i,i,i,i,-11.8
